# L3MBTL1 inh = qHTS Assay for the Inhibitors of L3MBTL1; Lethal(3)malignant brain tumor-like protein 1 (Homo sapiens), Q9Y468; AlphaScreen L3MBTL1–H3K9me1 peptide binding; Potency, µM (highest dose often 57.1 µM), for the others: at the top dose activity, negative = inhibition, most hits filed as inhibitors; actives 0.66% (n = 230,000); AID 485360, 2010; note: nearly all actives have a fitted effect of over 60% in size
#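 Read-out is AlphaScreen signal from streptavidin donor and nickel chelate acceptor beads (10 ug/mL final each) bridging L3MBTL1 (50 nM) and biotinylated K9-monomethylated H3(1-15) peptide (75 nM), after 30 min compound exposure at room temperature.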
# Tau fluor cs = Counterscreen qHTS for Inhibitors of Tau Fibril Formation, Fluorescence Polarization. actives 0.93% (n = 280,000). AID 1463, 2008. tau K18 P301L Alexa594 fluorescence, heparin fibrillization. Potency, µM (titrated, usually from 57.7 µM), inactives show at the top dose activity change, negative = decrease; note: nearly all actives have a fitted effect of over 55% in size
#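 Human K18 P301L tau (15 uM unlabeled plus 0.24 uM Alexa 594-labeled, final) in 100 mM sodium acetate pH 7 was mixed with compound and 20 uM heparin and incubated 6 hr at 37 C.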
# Tau ThT inhib = qHTS for Inhibitors of Tau Fibril Formation, Thioflavin T Binding | Potency, µM (top dose mostly 57.4 µM), for the others: at the highest dose activity, negative = inhibition, most hits filed as inhibitors | recombinant tau K18 P301L (four-repeat tau fragment), heparin-induced fibrillization, ThT fluorescence | actives 2.1% (n = 270,000); note: nearly all actives have a fitted effect of over 55% in size
# Target sequence (P10636 561-689 P618L limits assumed): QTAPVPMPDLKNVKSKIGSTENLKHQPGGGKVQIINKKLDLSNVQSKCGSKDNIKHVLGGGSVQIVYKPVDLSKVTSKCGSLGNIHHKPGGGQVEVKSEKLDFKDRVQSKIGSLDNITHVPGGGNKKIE
#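 Heparin-induced (20 uM) aggregation of recombinant human K18 P301L tau, 15 uM unlabeled with 0.24 uM labeled, pH 7 acetate buffer, 6 hr at 37 C with compound. Fibrils quantified by 30 uM ThT fluorescence after 1 hr ambient incubation.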
# ALDH1A1 inh = qHTS Assay for Inhibitors of Aldehyde Dehydrogenase 1 (ALDH1A1); Aldehyde dehydrogenase 1A1 (Homo sapiens), P00352; Purified ALDH1A1, NADH fluorescence, propionaldehyde substrate; Potency, µM (doses to about 75.3 µM), without a hit: at the top dose activity, negative = inhibition, most hits filed as inhibitors; actives 7.3% (n = 220,000); AID 1030, 2008; active = well fitted inhibition curve with a large enough effect, not every such curve was filed as active; inconclusive = small, poorly fitted or top-dose-only effect, or another doubt; inactive = no such curve, though single readings can be large or run the other way;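 note: plate controls were no enzyme wells and a reference inhibitor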
# TR SRC2 fluor cs = Total Fluorescence Counterscreen for Inhibitors of the Interaction of Thyroid Hormone Receptor and Steroid Receptor Coregulator 2. TRb/SRC2 Texas Red total fluorescence interference. Potency, µM (top dose mostly 106 µM), for inactives: top-dose fluorescence change, negative = quenching. actives 0.29% (n = 280,000). AID 1479, 2009; active = well fitted curve in either direction with a large enough effect; inconclusive = small, poorly fitted or top-dose-only effect
#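 Human TRb ligand-binding domain at 0.6 uM with 20 nM Texas Red SRC2 peptide in Tris buffer containing 1 uM T3 and 5% DMSO, incubated with compound 5 h at ambient temperature. Total fluorescence (555/632 nm) calculated as parallel + 2 × perpendicular.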
# Tau fibril FP = qHTS for Inhibitors of Tau Fibril Formation, Fluorescence Polarization; Microtubule-associated protein tau (Homo sapiens), P10636; K18 P301L tau heparin fibrillization, Alexa594 FP, 6 h; Potency, µM (titrated, usually from 57.7 µM), for the others: top-dose activity, negative = inhibition, most hits filed as inhibitors; actives 0.39% (n = 280,000); AID 1468, 2008; note: nearly all actives have a fitted effect of over 55% in size
#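 Compound effects on tau fibrillization are measured by Alexa 594 fluorescence polarization (ex 555, em 632 nm). K18 P301L tau is used at 15 uM with 0.24 uM labeled tracer, and 20 uM heparin induces aggregation over 6 hr at 37 C.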
# TRb SRC2 PPI = qHTS for Inhibitors of the Interaction of Thyroid Hormone Receptor and Steroid Receptor Coregulator 2; Thyroid hormone receptor beta (Homo sapiens), P10828; TRbeta-SRC2 peptide binding, fluorescence polarization; receptor liganded with 1 µM T3; Potency, µM (series often up to 106 µM), inactives show at the highest dose activity change, negative = inhibition, usual class: inhibitors; actives 0.065% (n = 280,000);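 note: plate controls were bound peptide for no effect and peptide without receptor for full effect; nearly all actives have a fitted effect of over 50% in size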
# Target sequence (P10828 whole entry, looked up): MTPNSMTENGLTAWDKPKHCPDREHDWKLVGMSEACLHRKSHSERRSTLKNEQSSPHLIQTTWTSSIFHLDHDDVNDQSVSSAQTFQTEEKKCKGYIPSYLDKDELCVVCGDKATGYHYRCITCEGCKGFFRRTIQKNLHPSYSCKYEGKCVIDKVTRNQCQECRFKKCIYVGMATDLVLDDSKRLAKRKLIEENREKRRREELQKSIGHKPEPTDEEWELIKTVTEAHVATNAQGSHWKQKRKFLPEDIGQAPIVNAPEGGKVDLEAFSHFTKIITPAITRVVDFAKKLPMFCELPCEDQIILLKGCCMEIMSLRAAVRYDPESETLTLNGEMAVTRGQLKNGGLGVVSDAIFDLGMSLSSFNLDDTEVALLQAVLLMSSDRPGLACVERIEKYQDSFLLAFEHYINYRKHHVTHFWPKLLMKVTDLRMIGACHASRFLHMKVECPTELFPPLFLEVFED
#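 A fluorescence polarization screen tested compounds at multiple concentrations against complex formation between 0.6 uM TRb ligand-binding domain and 20 nM Texas Red SRC2 peptide, with 1 uM T3 present; readout after 5 hr.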
# aGal spleen mod = qHTS Assay for Inhibitors and Activators of Human alpha-Galactosidase From Spleen Homogenate; Alpha-galactosidase A (Homo sapiens), P06280; human spleen homogenate, 4MU-alpha-Gal fluorescence, 40 min; Potency, µM (titrated, usually from 80 µM), without a hit: at the top dose activity change, negative = inhibition, actives largely listed as inhibitors; actives 0.008% (n = 240,000);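 note: 0% = enzyme with vehicle and -100% = no enzyme basal signal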
# Target sequence (P06280 32-429 limits assumed): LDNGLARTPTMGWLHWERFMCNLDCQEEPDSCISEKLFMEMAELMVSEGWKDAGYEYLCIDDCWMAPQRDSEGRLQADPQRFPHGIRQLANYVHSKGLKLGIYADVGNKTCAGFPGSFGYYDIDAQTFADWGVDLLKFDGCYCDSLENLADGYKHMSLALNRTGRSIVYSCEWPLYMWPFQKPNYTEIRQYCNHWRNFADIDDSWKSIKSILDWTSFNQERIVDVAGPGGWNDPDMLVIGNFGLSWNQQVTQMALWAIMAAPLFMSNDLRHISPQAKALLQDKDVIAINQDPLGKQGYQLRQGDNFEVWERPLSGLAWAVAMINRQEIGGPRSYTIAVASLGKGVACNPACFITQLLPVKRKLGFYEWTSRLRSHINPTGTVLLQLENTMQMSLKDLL
#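 Spleen homogenate 1 ug + cpd (titration) + 4-MU-alpha-D-galactopyranoside 1 mM; 37C 40 min; 50 mM citrate/phosphate pH 5.0, 0.01% Tween-20; stop pH 10; fluorescence 365/440; AC50 via Hill.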
# * = called active by the depositor; ? = inconclusive; · = not tested or not shown; [ ] = remark or other dose. Unless noted, calls come from the whole dose curve; as a rule, active = well fitted curve in the direction sought with a large enough effect; inconclusive = small, poorly fitted or top-dose-only effect, or another doubt; inactive = no such curve, though single readings can be large; an effect the other way counts as inactive or inconclusive. Unless noted, % is set by controls: 0 for no effect and ±100 for the full control effect; potency is the fitted concentration of half-maximal effect.
# Below each SMILES: L3MBTL1 inh | Tau fluor cs | Tau ThT inhib | ALDH1A1 inh | TR SRC2 fluor cs | Tau fibril FP | TRb SRC2 PPI | aGal spleen mod
Nc1nc(-c2ccc(Cl)cc2)nc(-c2ccc(Cl)cc2)n1
  · | -11.2% | 0.5% | · | -0.3% | -6.5% | 2.8% | -9.2%
CCCn1c(SCC(=O)NCCc2ccccc2)nnc1-c1cccnc1
  2.6% | 1.2% | -4.0% | -0.3% | -3.0% | -4.0% | -6.8% | -1.8%
Cc1ccccc1N(C(=O)Cn1nnc(-c2cccs2)n1)C(C(=O)NCCC(C)C)c1ccco1 (stereo unspecified)
  -10.4% | -9.1% | -10.4% | 4.2% | -0.1% | -3.6% | -3.4% | -3.1%
COc1ccc2c(c1)-c1c(ssc1=S)C(C)(C)N2
  20µM* | 15.8µM*[quencher] | 14.1µM* | ? | -4.5% | -9.9% | 3.6% | -0.6%
CC1=Nc2ccc(C)cc2/C1=C/c1c(N)n2c(S(=O)(=O)C(C)C)nsc2nc1=O
  -20.4% | -14.1% | ? | ? | -3.1% | ? | 5.7% | 8.2%
Cc1cc(S(=O)(=O)NC2CCCC2)ccc1F
  · | -3.5% | -5.2% | -3.6% | 2.9% | 6.0% | -18.6% | 12.7%
CC(C)(C)C1=C[C@@H](CO)C[C@@H](CO)C1
  -5.6%[11.4 µM] | 6.8% | 5.8% | 28.2µM* | -2.1% | 0.2% | -2.1% | 8.8%
O=C(C(Cc1ccccc1)n1cccc1)N1CCCCC1 (stereo unspecified)
  · | -8.4% | -7.5% | 3.3% | -8.5% | 6.8% | 4.4% | 1.9%
COC(=O)c1[nH]c(C)c(/C(O)=C2\C(=O)C(=O)N(CCN(C)C)C2c2ccco2)c1C (stereo unspecified)
  1.5% | 0.9% | -19.2% | -4.9% | 0.7% | 7.7% | -2.0% | 2.7%
O=C(Nc1ccccc1)N1CCn2c1nc1ccccc12
  · | -16.2% | -1.8% | -1.2% | -0.7% | -8.6% | 0.2% | 3.5%
Cc1cc2cc(CNC(=O)Nc3ccccc3)ccc2[nH]1
  · | ? | ? | -2.7% | 0.1% | 14.9% | -2.2% | 0.1%
O=C(N/C(=C\c1ccco1)C(=O)N1CCOCC1)c1ccco1
  -3.6% | -11.6% | ? | ? | 0.7%[53 µM] | ? | -6.9%[53 µM] | 1.8%
CCCCn1c(CCC(=O)O)nc2cc(S(=O)(=O)N(C)C)ccc21
  5.6% | 3.3% | 2.7% | 2.2% | -0.8% | 2.3% | 1.2% | 1.0%
Cc1cc(C(=O)OCC(=O)Nc2cccc(S(=O)(=O)N(C)C)c2)c(C)o1
  -11.9% | -9.0% | -7.0% | · | -1.5% | -1.1% | 8.8% | 10.5%
CN(NS(=O)(=O)c1ccc(Br)cc1)c1nc(C(F)(F)F)nc2ccccc12
  0.1% | -21.6% | -14.8% | 23.4% | -1.2% | -1.2% | 5.0% | 2.5%
CCOc1ccc(OCC)c(NC(=O)c2ccc(CNc3c(N4CCOCC4)c(=O)c3=O)cc2)c1
  -10.1% | -20.1% | -12.3% | -5.4% | -4.9% | 7.7% | -6.0% | 3.8%
Cc1cc(C)n(-c2nc3ccccc3c(=O)n2OCC(N)=O)n1
  1.0% | -2.2% | -6.5% | 2.4% | 0.4% | -3.1% | 2.0% | 5.6%
O=C(c1ccco1)N1CCN(S(=O)(=O)c2ccc(Cl)s2)CC1
  3.6% | -0.1% | -0.8% | 4.6% | -1.7% | -4.6% | -0.1% | 2.3%
Cc1ccc(Sc2ccc(CO)cc2[N+](=O)[O-])cc1
  -6.3% | ? | ? | ? | -1.7% | -2.5% | -16.6% | 0.1%
Cc1ccc(C)c(CSc2cn(CC(=O)N3CCCC3)c3ccccc23)c1
  · | -26.6% | ? | · | -1.6% | -7.5% | -1.2% | ·
C/C(=N\NC(=O)C(=O)Nc1ccc(C)cc1)c1ccncc1
  1.1% | 8.8% | -2.9% | -0.9% | -1.9% | -0.7% | 6.3% | 6.5%
COC(=O)/C=C/c1c(C)[nH]c(=O)[nH]c1=O
  · | -26.3% | · | · | -0.3% | -10.0% | 4.6% | 9.0%
Cc1nc(N2CCN(S(=O)(=O)c3ccccc3C#N)CC2)c2c(-c3cccs3)csc2n1
  -5.3% | -21.5% | -8.3% | ? | -5.8% | -1.8% | 1.7% | -4.9%
Cc1cnc(C(=O)N2CCN(S(=O)(=O)c3ccc4ccccc4c3)CC2)cn1
  -6.0% | 5.1% | -5.8% | 12.6µM* | -0.2% | 2.2% | 6.9% | 5.6%
O=C1c2ccccc2C(=O)N1CCc1nc2ccccc2c(=O)n1CCCn1ccnc1
  0.3% | -1.8% | 2.5% | -5.4% | -1.7% | -7.7% | 1.2% | 10.5%
COc1ccc(CNC(=O)c2c(Nc3ccc(OC)cc3OC)sc(C(=O)c3ccc(Cl)cc3)c2N)cc1
  · | ? | ? | · | 0.1% | 8.8% | 5.4% | ·
CC(C)[C@H](NC(=O)OCc1ccccc1)C(=O)NCc1ccccc1
  12.5% | 7.1% | 4.3% | 11.3% | -0.4% | -3.0% | -5.5% | -7.6%
O=c1c2cc(NC(=S)N3CCC(N4CCCCC4)CC3)ccc2nc2n1CCCCC2
  -13.9% | -7.4% | -1.0% | -7.7% | -1.5% | 0.0% | 2.0% | 3.8%
COc1ccc(OC)c(S(=O)(=O)Nc2c(C)cccc2C)c1
  -1.0% | 4.9% | 9.6% | 5.5% | 0.7% | -5.4% | 3.4% | -4.0%
O=C1Nc2ccccc2C12OCCO2
  -2.6% | -2.4% | -0.1% | 3.3% | -0.1% | -9.9% | -4.6% | -14.7%
CC1=C(C(N)=O)C(c2ccco2)C(C(N)=O)=C(C)N1
  -4.3% | 2.2% | -12.5% | -16.6% | 0.3% | -6.9% | -7.2% | -3.7%
CC1CC(C)CN(S(=O)(=O)c2ccc(C(=O)Nc3nnc(-c4cccs4)o3)cc2)C1 (stereo unspecified)
  9.3% | -13.1% | -14.1% | 1.5% | -4.7% | 0.9% | 1.3% | -5.7%
Cc1ccc(-n2cc(-c3ccccc3)c3c(=O)[nH]cnc32)cc1
  -17.0% | -28.5% | ? | -8.5% | -4.0% | -11.9% | -7.0% | 0.2%
c1ccc(-n2cnnc2SCc2nc3ccccc3s2)cc1
  0.1% | -8.4% | -17.3% | -0.1% | 3.0% | 6.3% | 8.6% | 7.5%
OCCC1CN(Cc2cn[nH]c2C2CCCCC2)CCN1Cc1ccccc1 (stereo unspecified)
  -5.3% | 3.3% | -3.3% | 5.1% | -1.5% | -0.3% | -7.7% | 0.5%
CC(=O)c1ccc(NC(=O)CSc2nccn2Cc2ccc3c(c2)OCO3)cc1
  · | -3.3% | 5.8% | · | ? | -10.9% | 1.2% | ·
OC1(C(F)(F)F)CC(c2ccc3ccccc3c2)=NO1 (stereo unspecified)
  1.2% | -13.6% | -1.5% | · | -5.8% | 4.4% | 5.2% | -0.8%
CC1=CC2=NC(=O)/C(=C\c3ccc(OC(=O)c4ccco4)cc3)C(=N)N2O1
  · | -11.9% | ? | ? | -4.8% | 1.7% | -4.0% | -2.8%
O=C(NC1CCCc2ccccc21)c1cc(S(=O)(=O)N2CCOCC2)ccc1F (stereo unspecified)
  9.1% | -4.0% | -4.0% | ? | -5.4% | 2.2% | 3.8% | 6.3%
CCCC(=O)NCCc1ccc(F)cc1
  · | -6.2% | -6.9% | -2.6% | -1.8% | 0.4% | 6.0% | 9.4%
COc1ccc(CCN2C(=O)CC(N3CCN(c4ccccn4)CC3)C2=O)cc1OC (stereo unspecified)
  -7.7% | -0.4% | -9.8% | 25.1µM* | 4.3% | 0.1% | -6.6% | -5.2%
Cc1cc(C)nc(SCC(N)=O)n1
  15.9% | 4.5% | 3.6% | · | -1.7% | -2.2% | -8.1% | 5.9%
Cc1cc(S(=O)(=O)Nc2ccccc2C(=O)O)ccc1Cl
  2.1% | -0.1% | 2.7% | 12.4% | -2.5% | 3.0% | 2.0% | 3.8%
O=C(CSc1ccc(Cl)cc1)N1N=CCC1c1ccccc1 (stereo unspecified)
  · | -8.5% | · | · | -0.8% | -0.6% | -9.0% | -4.9%
CCCNC(=O)c1ccc2c(=O)c(O)c(-c3ccc(F)cc3)[nH]c2c1
  · | -10.0% | -1.6% | · | -1.2% | 17.2% | -0.2% | -5.8%
FC(F)(F)c1nnc2ccc(NCc3cccnc3)nn12
  14.6% | 4.6% | -1.1% | 3.7% | -2.9% | 6.0% | -1.8% | 3.6%
O=C(c1ccccc1)n1nc(-c2ccco2)nc1NCc1cccs1
  · | -1.1% | 3.6% | · | -2.2% | -10.5% | -2.7% | ·
Cc1ccc(C)c(NC(=O)c2ccc(=O)n(Cc3ccc(F)cc3)c2)c1
  · | -6.3% | -1.3% | · | -30.2% | -4.2% | 1.1% | ·
O=C(Cn1c(=O)n(-c2ccc(F)c(Cl)c2)c(=O)c2sc3ccccc3c21)NC1CCCC1
  · | 4.3% | 7.9% | · | -0.3% | ? | 3.6% | ·

# Structural class: the entries above containing a CF3 group.
# Below each SMILES: L3MBTL1 inh | Tau fluor cs | Tau ThT inhib | ALDH1A1 inh | TR SRC2 fluor cs | Tau fibril FP | TRb SRC2 PPI | aGal spleen mod
CN(NS(=O)(=O)c1ccc(Br)cc1)c1nc(C(F)(F)F)nc2ccccc12
  0.1% | -21.6% | -14.8% | 23.4% | -1.2% | -1.2% | 5.0% | 2.5%
OC1(C(F)(F)F)CC(c2ccc3ccccc3c2)=NO1 (stereo unspecified)
  1.2% | -13.6% | -1.5% | · | -5.8% | 4.4% | 5.2% | -0.8%
FC(F)(F)c1nnc2ccc(NCc3cccnc3)nn12
  14.6% | 4.6% | -1.1% | 3.7% | -2.9% | 6.0% | -1.8% | 3.6%
